# High-throughput results: PubChem BioAssay, The Scripps Research Institute Molecular Screening Center
# MITF inh = human MITF inhibition, primary screen; AlphaScreen MITF homodimerization, bead proximity signal; AID 1259374; 0.91% of 650,000 active; inhibition, % at 2.6 µM; O75030; in the data active = inhibition above about 50%;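 also: 0% = vehicle wells with protein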
# FBW7 activator = activators of human E3 ligase FBW7; Q969H0; AlphaScreen FBW7–phospho-cyclin E peptide binding, activator screen; normalized activity (activation), % at 26.1 µM; 0.13% of 650,000 active; AID 1259310; in the data active = normalized activity above about 1.9%;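 also: purified mutant Fbw7 with reduced substrate affinity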
# Target sequence (Q969H0 whole entry, looked up): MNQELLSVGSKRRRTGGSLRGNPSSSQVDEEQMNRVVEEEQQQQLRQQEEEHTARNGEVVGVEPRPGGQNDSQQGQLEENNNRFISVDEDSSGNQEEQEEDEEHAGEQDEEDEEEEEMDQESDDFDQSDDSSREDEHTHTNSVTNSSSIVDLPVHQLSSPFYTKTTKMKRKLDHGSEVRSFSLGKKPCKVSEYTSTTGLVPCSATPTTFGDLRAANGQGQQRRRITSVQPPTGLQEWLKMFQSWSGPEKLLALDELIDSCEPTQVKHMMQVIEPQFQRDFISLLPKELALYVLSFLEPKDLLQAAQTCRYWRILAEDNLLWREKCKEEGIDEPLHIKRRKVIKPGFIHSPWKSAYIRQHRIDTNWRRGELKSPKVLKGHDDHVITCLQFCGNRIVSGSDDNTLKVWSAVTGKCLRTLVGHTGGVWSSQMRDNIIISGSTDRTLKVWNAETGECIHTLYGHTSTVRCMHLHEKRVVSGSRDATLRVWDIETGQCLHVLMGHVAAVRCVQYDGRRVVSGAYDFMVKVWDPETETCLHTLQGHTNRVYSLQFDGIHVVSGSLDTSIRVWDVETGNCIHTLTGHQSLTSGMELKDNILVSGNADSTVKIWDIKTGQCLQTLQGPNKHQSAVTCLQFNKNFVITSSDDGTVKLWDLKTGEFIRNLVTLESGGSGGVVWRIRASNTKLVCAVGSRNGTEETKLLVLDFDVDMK
# TEAD-YAP block = TEAD-YAP interaction inhibition | HEK-TIYL cells, TEAD-Gal4/YAP UAS-luciferase luminescence | inhibition, % at 9.12 µM | 1.4% of 640,000 active; in the data active = inhibition above about 32%;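 also: 0% = median of test compound wells and 100% = reference inhibitor wells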
# GPR151 ag = human GPR151 activation | activation, % at 11.2 µM | Q8TDV0 | AID 1508602 | 1% of 650,000 active | PathHunter beta-arrestin GPR151 cells, luminescence; in the data active = activation above about 4.9%;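 also: 0% = median of compound wells and 100% = cells with positive control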
# An asterisk follows results filed as active; & = joins results of further samples.
SMILES,MITF inh,FBW7 activator,TEAD-YAP block,GPR151 ag
CCCNc1nc(Nc2cccnc2)nc2c1ncn2C1CCCCC1,-7,-0.1,-13,-1.3
COc1ccc(O)c(C=Nc2cc(C)ccn2)c1,11,1.1,-1,-0.1
COc1cccc(OC)c1C(=O)Nc1nc2c(s1)CCc1ccccc1-2,6,-0.8,-16,0.8
c1ccc(CN2CCC(Nc3ccnc(Nc4ccncn4)n3)CC2)cc1,7,0.1,10,4.1
CC1=C(C(=O)OCc2ccccc2)C(c2c(Cl)cccc2Cl)NC(=O)N1 (stereo unspecified),7,-0.1,0,-0.6
COc1cccc(CN2CCC(CO)(CC3CCCCO3)CC2)c1 (stereo unspecified),6,-0.1,15,2.3
O=C1C2C3C=CC(C3)C2C(=O)N1/N=C/c1ccc2c(c1)OCO2 (stereo unspecified),6,0.5,-13,4.0
CC(=O)Nc1ccc(NC(=O)c2ccc3nc(-c4cccc(N)c4)sc3c2)cc1,25,0.8,-11,-8.8
Nc1ccc(C(=O)OCc2c(Cl)cccc2Cl)cc1[N+](=O)[O-],-5,0.0,3,-0.2
CCc1ccc(NC(=O)N(C(C)C)C2CCN(C(C)=O)CC2)cc1,-3,0.0,-42,1.5
COc1cc(OC)cc(C(=O)N2c3ccccc3N3C(c4c(C)c(C)cc(C)c4C)=NON23)c1,11,0.1,5,-0.1
CCC(=O)NCC1CN(c2ccc(F)cc2)C(=O)O1 (stereo unspecified),-7,-0.1,-12,-0.6
COc1cc(Nc2cc(-c3ocnc3-c3cnn(C)c3)ccn2)ccc1N1CCOCC1,9,0.0,-5,0.8
CCOCCOC(=O)C1=C(C)NC2=C(C(=O)CCC2)C1c1cccs1 (stereo unspecified),15&-8,-0.1&0.0,9&2,1.2&-0.1
Cc1cc(S(=O)(=O)N2CCN(c3nc4ccccc4o3)CC2)c(C)s1,-12,0.0,3,0.3
O=C(Nc1ccc2c(c1)CN(C(=O)c1ccco1)CC2)c1ccc(-c2ccccc2)cc1,3,-0.1,-8,-0.3
COc1ccc(OC)c(CN2CCN(Cc3ccc(SC)cc3)CC2)c1,76*,-0.3,5,-0.3
Cc1nc(N/N=C/c2ccc(O)cc2O)cc(-c2ccccc2)n1,7,-0.2,10,-0.4
COc1ccc(OC)c(-n2c(-c3cnccn3)n[nH]c2=S)c1,0,-0.1,1,-0.6
CNC(=O)c1ccsc1NC(=O)c1ccccc1Cl,7,0.0,3,-0.6

# An excerpt from above in order of formula weight, falling.
SMILES,MITF inh,FBW7 activator,TEAD-YAP block,GPR151 ag
COc1cc(OC)cc(C(=O)N2c3ccccc3N3C(c4c(C)c(C)cc(C)c4C)=NON23)c1,11,0.1,5,-0.1
CCOCCOC(=O)C1=C(C)NC2=C(C(=O)CCC2)C1c1cccs1 (stereo unspecified),15&-8,-0.1&0.0,9&2,1.2&-0.1
Cc1nc(N/N=C/c2ccc(O)cc2O)cc(-c2ccccc2)n1,7,-0.2,10,-0.4
CNC(=O)c1ccsc1NC(=O)c1ccccc1Cl,7,0.0,3,-0.6

# More records follow.
SMILES,MITF inh,FBW7 activator,TEAD-YAP block,GPR151 ag
C=CCN1C(=O)C(CC(=O)Nc2ccc(C(=O)OC)cc2)N(Cc2ccco2)C1=S (stereo unspecified),14,-0.2,-11,-0.8
COc1ccc(Nc2nc3nonc3nc2Nc2ccc(OC)cc2OC)c(OC)c1,-2,-0.1,-7,-0.6
COCC(C)NC(=O)c1ccc(C(C)(C)C)cc1 (stereo unspecified),-5,0.0,-15,0.8
O=C(CN(Cc1ccc(Cl)cc1)S(=O)(=O)c1ccccc1)Nc1ccc2c(c1)OCCO2,8,0.0,-18,1.1
O=C(CSc1nc2sc3c(c2c(=O)[nH]1)CCC3)NCCCO,1,0.0,-1,4.4
N#Cc1cc2c(N)c(C(=O)c3ccc(-c4ccccc4)cc3)sc2nc1N,0,-0.1,-10,2.0
CC(C)Cc1nc(C#N)c(N2CCOCC2)o1,-2,0.2,4,-0.8
CC(NC(=O)C1CCCN(S(=O)(=O)c2cccc3nonc23)C1)c1ccccc1 (stereo unspecified),9,0.1,0,-0.7
O=C(NCCc1c[nH]c2ccccc12)c1ccc(-c2ccco2)nc1NCc1cccnc1,18,0.7,10,0.9
Nc1ccc(-c2nnn(Cc3ccccc3F)n2)cc1,-6,-0.1,1,-0.8
C=CCSc1nnc(NC(=O)c2ccc(NC(C)=O)cc2)s1,14,0.1,-11,1.6
O=C(Nc1ccccc1C(=O)NCc1cccnc1)c1cccc([N+](=O)[O-])c1,3,-0.1,5,-0.2
Brc1ccc(CNc2ccc3c(c2)ncn3-c2ccccc2)cc1,0,-0.2,-18,3.8
COc1cc([N+](=O)[O-])ccc1NC(=O)c1cc2ccccc2oc1=O,-6,0.0,-8,-0.4
Nc1ccc(Oc2ccc3c(c2)C(=O)N(c2ccc(N)cc2)C3=O)cc1,16,0.1,-5,1.1
CC(C)(C)c1ccc(CN2C3=NC(=O)CN3c3ccccc32)cc1,25,0.2,-3,0.4
COCCNS(=O)(=O)c1ccc(OC)c(I)c1,-10,-0.1,3,9.4*
Cc1[nH]n(-c2ccc(Cl)cc2)c(=O)c1/C=N/n1cnnc1,21,-0.1,4,-0.6
COCCOC(=O)C1=C(C)NC2=C(C(=O)CCC2)C1c1cccc(F)c1 (stereo unspecified),4,0.0,2,0.3
Cc1ccccc1OCC(O)Cn1c(SCCO)nc2c1c(=O)[nH]c(=O)n2C (stereo unspecified),-2,-0.3,-2,0.5
Cc1ccccc1-c1nc2sc(C)c(C)c2c(=O)o1,-8,-0.1,-4,1.4
CCCC12CN3CC(C)(CN(C1)C3c1ccc(OC)c(OC)c1)C2=O (stereo unspecified),-2,0.2,2,0.7
O=S(=O)(c1ccc(C(F)(F)F)c(Cl)c1)N1CCNCC1,2,0.0,-1,-1.7
COc1ccc(OC)c(C(=O)CSc2nnnn2-c2ccc(F)cc2)c1,10,0.2,6,-0.9
CN1C(=O)/C(=C/c2ccccc2O)OC1=S,1,-0.1,-3,-0.2
CNCCCOc1ccc(Cl)cc1C(C)(C)C,20,0.0,-10,0.2
COc1ccccc1NC(=O)CN(c1ccc(OC)c(OC)c1)S(C)(=O)=O,0,-0.2,0,0.7
O=C(Nc1ccc(Br)cc1)c1cccc(S(=O)(=O)NCc2ccccc2)c1,-1,-0.1,41*,2.5
CCOCCOC(=O)C1=C(C)NC2=C(C(=O)CC(c3ccccc3)C2)C1c1ccc(OC)cc1OC (stereo unspecified),21,0.2,9,-0.6
CCn1cc(CCCC(=O)NC(C)C)c2ccccc21,5,0.0,-3,1.7
COc1cc(/C=C(\C#N)c2[nH]nc(N)c2C#N)ccc1OCc1ccccc1,8,-0.1,3,1.3
CCOC(=O)c1sc(NC(=O)c2cccc(SC)c2)cc1C,25,0.3,-32,-1.7
COc1ccc(-c2cc(C(=O)NCC(C)C)on2)cc1OC,-7,0.0,-32,7.8*
Nc1ccc(NC(=O)c2ccc(C(=O)Nc3ccc(N)cc3N)cc2)c(N)c1,14,0.0,2,0.1
CC(=O)c1cccc(Nc2nc(-c3c(C)nc4sccn34)cs2)c1,20,0.7,2,1.8
CCCc1ccc(-c2ccc(C(=O)Oc3ccccc3)cc2)nc1,-6,0.1,7,-0.8
COc1ccccc1CNC(=O)CCC1CCCCC1,-4,-0.1,-15,-0.7
N=c1oc2ccc([N+](=O)[O-])cc2cc1C(=O)Nc1cccc(C(F)(F)F)c1,-1,0.0,4,0.2
COC(=O)C1=C(C)NC2=C(C(=O)CC(C)(C)C2)C1c1cccnc1 (stereo unspecified),9&4,-0.1&-0.1,12&4,2.8&0.2
COC(=O)c1cc(S(=O)(=O)N2CCN(c3cccc(Cl)c3)CC2)c[nH]1,4,0.1,9,1.6
COc1ccc(/C=C2\C(=O)NC(=O)N(c3ccc(Cl)cc3)C2=O)cc1C(=O)O,19,0.1,8,3.1
O=C(CSc1c[nH]c2ccccc12)Nc1ccc2c(c1)OCCO2,8,0.2,7,1.0
COc1ccc(-c2nc(CCNS(=O)(=O)c3ccccc3)cs2)cc1OC,-2,-0.1,-8,0.3
COc1ccc(Nc2ncnc(N)c2[N+](=O)[O-])cc1Cl,5,0.2,17,4.0
CCN(CC)Cc1cc(CN[C@H]2C[C@H]3C(=O)N[C@@H](Cc4ccc(Cl)cc4)C(=O)N3C2)ccc1OC,0,-0.2,-11,1.4
Cc1ccc(S(=O)(=O)N(C)C)cc1NC(=O)CCCSc1nc2ccccc2s1,3,-0.2,-22,1.1
CN(C)c1cc(Oc2ccc(=O)[nH]n2)nc(N(C)C)n1,6,0.2,-4,0.7
N#Cc1ccc(COC(=O)CCS(=O)(=O)c2ccc(Cl)cc2)cc1,26,0.3,4,-2.1
COc1cccc(NC(=O)CSc2cccc[n+]2[O-])c1,-2,-0.1,1,0.5
Cc1nnc2nc(-c3ccc(Br)cc3)[nH]n12,-11,0.1,-33,-1.0
# The list goes on:
SMILES,MITF inh,FBW7 activator,TEAD-YAP block,GPR151 ag
COc1ccc(C(=O)Oc2ccc(C#N)cc2)cc1,5,1.2,1,6.7*
Cc1nnsc1C(=O)N[C@@H](C)Cn1nnn(-c2ccccc2)c1=O,-7,-0.1,-3,-0.5
Nc1ncc(-c2cncnc2)nc1NC1CCCCC1,-2,0.1,1,-0.9
COc1ccccc1C(=O)Nc1nc2c(OC)cc([N+](=O)[O-])cc2s1,5,0.2,-1,-0.5
O=C(NC1CCCCC1)c1cnc2scc(-c3ccccc3Cl)n2c1=O,1,-0.1,4,1.8
CC(CO)(CO)NC(=O)NC1CC(=O)N(c2ccc3c(c2)OCCO3)C1 (stereo unspecified),6,0.1,-3,-0.3
CCCC1(C2CCN(Cc3cccc(C)n3)CC2)NC(=O)N(CCC2CCCN2C)C1=O (stereo unspecified),-16,-0.1,-3,0.0
Cc1ccc(S(=O)(=O)N2CCOCC2)cc1C(=O)Nc1ccc(C(N)=O)cc1,9,0.1,-1,2.1
O=C(NC(=O)N(c1ccc(Cl)cc1)S(=O)(=O)c1ccccc1)Nc1cccc(C(F)(F)F)c1,-1,0.0,-1,0.2
CCOC(=O)N1CCN(C(=O)CN(c2ccccc2CC)S(=O)(=O)c2ccc(C)cc2)CC1,-2,-0.1,-1,1.1
COc1ccc(OC)c(CN2CCN(C(=O)c3cc(OC)c(OC)c(OC)c3)CC2)c1,36,-0.2,16,0.5
O=c1oc2ccccc2c2c1nnn2CCN1CCOCC1,-8,-0.4,-5,-0.7
COC(=O)C1(C)NC(c2ccc(C)cc2)C2C(=O)N(c3ccc(F)cc3)C(=O)C21 (stereo unspecified),78*,-0.1,4,-0.1
COc1ccc(/C=c2/sc3nc4cc(Br)cnc4n3c2=O)cc1OC,-3,-0.3,7,-0.3
CCCCn1nnnc1NCc1cccc(OC)c1OC,8,-0.1,0,1.0
CCN(CCCNC(=O)c1sc2ncn(CC(=O)N3CCCCC3C)c(=O)c2c1C)Cc1ccccc1 (stereo unspecified),23,0.1,7,-1.4
N#CC1=C(SCC(N)=O)NC(=O)CC1c1ccc(O)cc1 (stereo unspecified),-4,0.1,-8,0.0
O=C(c1cc(COc2ccc(F)cc2Cl)on1)N(Cc1ccncc1)CC1CCCO1 (stereo unspecified),10,0.1,5,0.2
CCOc1ccc(C2=NC(c3ccc(Br)cc3)NC(c3cc(Br)ccc3O)C2)cc1 (stereo unspecified),2,0.1,-1,0.4
Cc1[nH]nc2c1C1(C(=O)N(CCc3ccccc3)c3ccccc31)C(C#N)=C(N)O2 (stereo unspecified),8,-0.1,11,-0.7
COc1ccc(CCNc2cc(N3CCN(C(C)=O)CC3)ccc2[N+](=O)[O-])cc1OC,-10,0.0,46*,0.8
CCN(CC)c1ccc(NC(=O)CN2CCN(c3ccccc3F)CC2)cc1,3,-0.3,1,-2.2
COC(=O)c1cc(NC(=O)c2c(-c3ccccc3)noc2C)cc(C(=O)OC)c1,-2,-0.1,12,1.7
Cc1cc(NC(=O)CSc2nnc(CNC(=O)c3c(F)cccc3F)o2)no1,36,-1.9,6,1.3

# Filtered by structure: those above with an NH in an aromatic ring (11)
SMILES,MITF inh,FBW7 activator,TEAD-YAP block,GPR151 ag
COc1ccc(OC)c(-n2c(-c3cnccn3)n[nH]c2=S)c1,0,-0.1,1,-0.6
O=C(CSc1nc2sc3c(c2c(=O)[nH]1)CCC3)NCCCO,1,0.0,-1,4.4
O=C(NCCc1c[nH]c2ccccc12)c1ccc(-c2ccco2)nc1NCc1cccnc1,18,0.7,10,0.9
Cc1[nH]n(-c2ccc(Cl)cc2)c(=O)c1/C=N/n1cnnc1,21,-0.1,4,-0.6
Cc1ccccc1OCC(O)Cn1c(SCCO)nc2c1c(=O)[nH]c(=O)n2C (stereo unspecified),-2,-0.3,-2,0.5
COc1cc(/C=C(\C#N)c2[nH]nc(N)c2C#N)ccc1OCc1ccccc1,8,-0.1,3,1.3
COC(=O)c1cc(S(=O)(=O)N2CCN(c3cccc(Cl)c3)CC2)c[nH]1,4,0.1,9,1.6
O=C(CSc1c[nH]c2ccccc12)Nc1ccc2c(c1)OCCO2,8,0.2,7,1.0
CN(C)c1cc(Oc2ccc(=O)[nH]n2)nc(N(C)C)n1,6,0.2,-4,0.7
Cc1nnc2nc(-c3ccc(Br)cc3)[nH]n12,-11,0.1,-33,-1.0
Cc1[nH]nc2c1C1(C(=O)N(CCc3ccccc3)c3ccccc31)C(C#N)=C(N)O2 (stereo unspecified),8,-0.1,11,-0.7
